Rad51 HR inh = blocks human Rad51 in homologous recombination; Q06609; hRad51 DNA strand exchange, fluorescence dequenching; inhibition, % at 10 µM; 0.085% of 200,000 active; AID 1385;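 active = inhibition above 40% at the single screening dose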;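 also: 0% = DMSO control wells and 100% = blanks with heterologous ssDNA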
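material = hRad51 filaments on single-stranded DNA | reagent = Donor/quencher-labelled 47-bp dsDNA substrate | compound = 10 µM final, single point | schedule = strand-exchange reaction 15 min at room temperature | measured by = fluorescein emission 520 nm, excitation 485 nm | read-out basis = % inhibition versus plate control and blank means | benchmarks = plate controls and plate blanks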
FXIa inh 1536 = blocks human coagulation factor XIa protease activity; P03951; purified FXIa, Boc-Glu-Ala-Arg-AMC fluorogenic substrate; inhibition, % at 5 µM; 0.14% of 220,000 active;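 active = inhibition of at least 40%; inactive = inhibition below 40%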;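 also: fluorescence of freed AMC excited at 355 nm; 0% = enzyme without compound and 100% = no enzyme blank; many of its hits are not listed in these tables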
KLK5 inh = inhibitors of human kallikrein 5 | recombinant hK5, fluorogenic AMC substrate cleavage | 0.59% of 210,000 active | inhibition, % at 5 µM | AID 873 | Q9Y337;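 active = inhibition of 40% or more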;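 also: 0% = enzyme controls without compound and 100% = no-enzyme blanks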
FXIIa inh = inhibitors of human coagulation factor XIIa; 0.3% of 220,000 active; AID 800; P00748; purified FXIIa, Boc-QGR-AMC fluorogenic substrate, 2 h; inhibition, % at 5 µM; in the data active = inhibition above about 40%;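 also: 0% = enzyme with no compound and 100% = blank without enzyme; many of its hits are not listed in these tables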
Target sequence (P00748 20-372 limits assumed): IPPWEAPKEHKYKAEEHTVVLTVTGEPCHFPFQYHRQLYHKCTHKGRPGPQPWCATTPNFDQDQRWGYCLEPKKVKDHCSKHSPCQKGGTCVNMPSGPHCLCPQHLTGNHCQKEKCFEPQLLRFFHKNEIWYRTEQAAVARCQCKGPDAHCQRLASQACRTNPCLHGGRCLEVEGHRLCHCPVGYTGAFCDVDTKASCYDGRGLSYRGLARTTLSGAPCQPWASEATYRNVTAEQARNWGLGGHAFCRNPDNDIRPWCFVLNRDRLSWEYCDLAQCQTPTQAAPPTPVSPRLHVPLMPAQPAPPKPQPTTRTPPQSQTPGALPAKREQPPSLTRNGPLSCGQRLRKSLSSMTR
Target sequence (P00748 373-615 limits assumed): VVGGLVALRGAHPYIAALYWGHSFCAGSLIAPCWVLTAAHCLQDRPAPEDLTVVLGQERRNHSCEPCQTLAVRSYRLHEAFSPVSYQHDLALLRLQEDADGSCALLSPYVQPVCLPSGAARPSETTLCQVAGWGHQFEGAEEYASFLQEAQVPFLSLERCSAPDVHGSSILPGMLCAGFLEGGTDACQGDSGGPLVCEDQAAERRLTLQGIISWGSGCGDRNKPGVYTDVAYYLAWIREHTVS
p97 ATPase inh = human p97 ATPase inhibition; P55072; recombinant p97 ATPase, Kinase-Glo ATP luminescence, 3 h; inhibition, % at 8 µM; 0.42% of 220,000 active; AID 1481; in the data active = inhibition above about 15%;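 also: 0% = DMSO vehicle and 100% = wells lacking enzyme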
14-3-3 Bad inh = disrupts binding of bovine 14-3-3 zeta to phospho-Bad peptide | P63103 | TR-FRET 14-3-3zeta/Dy647-pBad peptide displacement, 1 h | inhibition, % at 21.7 µM | 0.71% of 220,000 active | AID 781;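 active = inhibition above about 70%, limit read from the data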;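 also: 0% = full 14-3-3 plus peptide FRET controls and 100% = background without 14-3-3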
Target sequence (P63103 whole entry, looked up): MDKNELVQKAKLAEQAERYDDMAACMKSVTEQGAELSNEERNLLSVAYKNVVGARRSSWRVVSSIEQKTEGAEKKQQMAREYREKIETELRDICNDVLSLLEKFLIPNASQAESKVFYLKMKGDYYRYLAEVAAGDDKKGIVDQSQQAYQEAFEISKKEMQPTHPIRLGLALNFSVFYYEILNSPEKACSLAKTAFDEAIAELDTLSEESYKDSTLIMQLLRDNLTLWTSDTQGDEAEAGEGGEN
eIF4E 4G PPI = eIF4E/eIF4G interaction inhibition in translation initiation. TR-FRET eIF4E-eIF4GI(517-606) binding, 2 h. inhibition, % at 21.7 µM. 0.37% of 220,000 active. AID 782;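 active = inhibition above about 30%, limit read from the data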;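 also: 0% = full FRET control wells and 100% = background wells lacking eIF4GI fragment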
Wee1 degr inh = human Wee1 degradation inhibition, primary screen. reporter increase, % at 5 µM. P30291. 1.2% of 220,000 active. HeLa Luc-Wee1K328M stability, luciferase luminescence; 100% = proteasome inhibitor MG132 effect;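 active = activation above the mean of all tested compounds plus 3 SD, set per screening run, cut at about 8.8% in these data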;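 also: cells exposed to compound for 20 h before luminescence read; 0% = DMSO alone and 100% = MG132 at 30 µM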
MDM2 E3 inh = blocks human Mdm2 ubiquitin ligase activity. AID 1230. Q00987. cell-based MDM2 ubiquitination luciferase reporter, 2 h; 0 = plate control, 100 = twice control, blank-subtracted. 0.11% of 210,000 active. signal enhancement, % at 5 µM;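 active = signal enhancement of 30% or more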;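 also: luminescence tracks abundance of the self-degrading MDM2-luciferase fusion protein; higher signal means inhibition of MDM2 E3 ligase activity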
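Buffer or medium: Cells held in DMEM | Assay system: Stable mammalian line carrying autodegrading MDM2–luciferase fusion reporter | Quantity: 2000 cells/well | Times: 4 h settle plus 2 h compound, 37 °C | Doses: One concentration, 5 µM, with 0.2% DMSO | Technique: Luminescence with SteadyLite reagent, 15 min at room temperature | Benchmarks: Plate controls and plate blanks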
The depositor's hits bear a star; / = not tested or not shown; [ ] = dose if it differs, or a comment. Some of the compounds tested, so the mix of outcomes need not match the whole.

SMILES | Rad51 HR inh | FXIa inh 1536 | KLK5 inh | FXIIa inh | p97 ATPase inh | 14-3-3 Bad inh | eIF4E 4G PPI | Wee1 degr inh | MDM2 E3 inh
O=c1[nH]c(=S)[nH]c(O)c1N=Nc1ccc(SC(F)F)cc1 | -13 | 0 | -20 | 6 | -8 | 4 | 0 | 0 | -43
CC(C)OP(=O)(OC(C)C)C(NCc1ccccc1)c1ccccc1 (stereo not given) | 11 | -1 | 2 | / | 1 | 14 | -5 | 2 | -5
Cc1ccc(S(=O)(=O)Cc2ccc(C(=O)N3CCC4(CC3)OCCO4)o2)cc1 | -2 | 14 | -6 | 23 | -1 | 9 | 2 | 2 | -13
CN1C(=O)/C(=C/c2cccn2-c2ccc3ccccc3c2)C(=O)NC1=S | 17 | 2 | -14 | 11 | 2 | 25[fluorescence artefact?] | 9 | -1 | -7
CC(=Nc1ccc2c(c1)CCC2)c1c(O)n(C2CCCCC2)c(=O)[nH]c1=O | 1 | 9 | 10 | 10 | -5 | -8 | 1[fluorescence artefact?] | -1 | -8
C=C(C)Cn1c(=O)n(CC2CS2)c2ccccc21 (stereo not given) | 16 | 4 | -17 | 14 | -3 | -6[fluorescence artefact?] | 13[fluorescence artefact?] | 2 | 2
Cc1ccc(OP(=O)(NC(C)c2ccccc2)Oc2ccc(C)cc2)cc1 (stereo not given) | -1 | -1 | 3 | 8 | 1 | -6 | -5 | 1 | -2
CCN(CC)c1ccc([N+](=O)[O-])c2cccnc12 | / | 0 | 12 | 6 | -3 | -4 | 1 | 2 | 5
O=C(Cn1cnc2ccccc2c1=O)NCC(=O)N1CCC2(CC1)OCCO2 | 3 | -3 | -14 | 9 | 2 | 5[fluorescence artefact?] | 1[fluorescence artefact?] | -1 | 2
C=CCn1c(O)c(C(C)=NCCCN(C)C)c(=O)[nH]c1=O | 0 | 5 | 4 | 16 | -4 | 6 | 1 | 1 | -15
O=C(COc1ccc(Br)cc1)N1CCN(Cc2ccncc2)CC1 | -13 | 1 | 6 | 15 | 0 | 32[fluorescence artefact?] | 3[fluorescence artefact?] | 1 | -4
COC(=O)c1ccccc1OP(=O)(c1cccc([N+](=O)[O-])c1)c1cccc([N+](=O)[O-])c1 | 6 | 7 | 8 | 22 | 2 | 2 | -4 | -2 | -40
Cn1c(O)c(/C=N/c2ccccn2)c(=O)n(C)c1=O | 5 | -15 | -17 | 6 | -2 | 0 | -5 | -3 | -16
OC1(c2cccnc2)CC2CCC(C1)N2Cc1nnnn1Cc1ccccc1 (stereo not given) | / | 0 | -8 | 17 | 4 | 14 | 5 | -2 | -29
CCOc1ccc(NC(=O)C2C3c4ccccc4C(c4ccccc43)C2C(=O)O)cc1 (stereo not given) | -5 | -2 | 2 | 7 | -5 | 15 | -3 | -3 | -4
O=C(NC[P+](=O)O)OCc1ccccc1 | -3 | -8 | 5 | -11 | 3 | 33 | -1 | -2 | -15
CN1CCN(c2ccc(NC(=O)Oc3ccccc3)cc2)CC1 | 7 | -5 | 9 | 7 | 2 | 1 | -4 | 1 | -13
COC(=O)C(O)(c1cn(C)c2ccccc12)C(F)(F)F (stereo not given) | / | 1 | -5 | 13 | -2 | 0 | 5[fluorescence artefact?] | 3 | -2
CCOC(=O)c1c(C)n(Cc2ccccc2)c2ccc(O)cc12 | -4 | -3 | 2 | 12 | 1 | -17 | 5 | 1 | -9
Cc1cccc2c1=NC(=O)/C(=C/c1c(O)[nH]c(=O)[nH]c1=O)C=2 | / | 5 | -22 | 8 | 4 | 4 | 0 | 2 | /
CCOC(=O)Cn1cc(C(=O)c2ccccc2F)c2ccccc21 | -6 | 1 | -10 | 6 | -6 | 16[fluorescence artefact?] | -2 | 1 | -5
CC1CN(C)C(C)(C)CC1(O)c1ccccc1 (stereo not given) | -3 | 2 | -1 | 13 | 2 | -1 | 1 | -3 | -14
CN1CCN(Cc2nnc3n2-c2ccc(Cl)cc2C(c2ccccc2)=NC3)CC1 | 10 | 5 | -12 | 3 | 2 | 0 | 0 | 2 | -9
O=c1[nH]c(=S)n(-c2ccc(Cl)cc2)c(O)c1/C=N/N1CCOCC1 | 6 | 6 | -7 | 6 | 8 | -2 | 3 | 1 | -9
CCOc1ccc(-n2c(O)c(N=Nc3ccc([N+](=O)[O-])cc3)c(=O)[nH]c2=O)cc1 | 1 | -1 | -5 | 5 | 3 | -10 | 4 | 0 | 3
N#Cc1cc2c(nc1SCC(=O)Nc1cc(Cl)ccc1Cl)C1CCN2CC1 | -6 | 7 | -3 | 9 | -7 | -2 | -3 | 1 | -2
CCC(C)n1c(O)c(/C=N/NC(=O)c2ccncc2)c(=O)[nH]c1=S (stereo not given) | 4 | 3 | -100 | 8 | 6 | -16 | 5 | 5 | -7
CN1CCN(Cc2cc(C(C)(C)C)c(O)c(C(C)(C)C)c2)CC1 | -8 | -7 | -3 | 2 | -1 | 57 | -11 | -2 | -3
Cc1cc(C)n2nc(SC(C)C(=O)N3CCC4(CC3)OCCO4)nc2n1 (stereo not given) | -3 | -1 | -6 | 9 | 9 | -17 | 5[fluorescence artefact?] | -3 | -5
O=C(O)[C@H]1C[C@@H]1[C@H](NP(=O)(c1ccccc1)c1ccccc1)c1ccccc1 | 3 | 2 | -2 | 15 | -1 | 4[fluorescence artefact?] | 3 | 1 | /
CN1C2CCC1/C(=C/c1ccccn1)C(=O)/C2=C\c1ccccn1 | 1 | 6 | -10 | 19 | 4 | -3 | -5 | 21* | -5
CCOC(=O)[C@@]12C(=O)C(=O)N[C@]1(c1ccccc1)C1OCCCC12 (stereo not given in full) | 1 | -7 | -38 | 6 | -6 | 0[fluorescence artefact?] | -4 | 2 | -6
COc1ccc(CCNCc2ccncc2)cc1OC | -6 | 3 | -3 | 15 | 1 | 29[fluorescence artefact?] | -4[fluorescence artefact?] | -1 | -16
COc1ccccc1N=Cc1c(O)n(C)c(=O)n(C)c1=O | / | 7 | -10 | 21 | -3 | 3 | 2 | 0 | -7
Nc1nnc(P(c2ccccc2)c2ccccc2)s1 | 6 | 3 | 2 | 11 | 5 | 3 | -4 | -2 | -57
CN1C2c3ccccc3C3C4c5ccccc5C(C31)C(C2[N+](=O)[O-])N4C (stereo not given) | 24 | 1 | -2 | 8 | 3 | -6 | 2 | 1 | -14
CN(C)C(=O)O/N=C(\N)COc1ccc(C(C)(C)C)cc1 | -8 | -8 | -7 | 5 | 1 | -7 | -3 | -1 | -16
C/C=C(\C)C(=O)OC1C(C)=C2C(C1OC(=O)CCCCC)C(C)(OC(C)=O)CC(OC(=O)CCC)C1(O)C2OC(=O)C1(C)O (stereo not given) | 4 | 1 | 0 | 8 | / | 4 | -11 | / | -39
CNC(=S)N1CC2CC(C1)c1cccc(=O)n1C2 (stereo not given) | 5 | 1 | 4 | 11 | 1 | -5 | -2 | 4 | -7
CNc1ccc2oc(C[C@H]3O[C@@]4(CC[C@H]3C)O[C@H]([C@H](C)C(=O)c3ccc[nH]3)[C@H](C)C[C@H]4C)nc2c1C(=O)O | -6 | -5 | -29 | 2 | / | -12 | -18 | / | 5
CC(=O)N1N=C2C3CCN(CC3)C2C1c1ccc(Br)cc1 (stereo not given) | 2 | -1 | -2 | 10 | 0 | 3 | -3 | 0 | -12
COC(=O)C(O)(c1ccc(NC(=O)c2cccs2)cc1)C(F)(F)F (stereo not given) | 20 | 1 | -1 | 8 | 3 | 0 | 2 | -2 | -9
COP(=O)(OC)C(O)C(Cl)(Cl)Cl (stereo not given) | 4 | 7 | -8 | 11 | 3 | -4 | 1 | -3 | /
Cc1ccc(/C=C2/C(=O)NC(=O)N(CCc3ccc(F)cc3)C2=O)s1 | / | 3 | 0 | 10 | 8 | 25[fluorescence artefact?] | 1[fluorescence artefact?] | -1 | -3
Cc1ccsc1C(=O)C1CCCN(Cc2cc3ccccc3o2)C1 (stereo not given) | 13 | 2 | / | 9 | -2 | 0 | 8 | 5 | -9
O=C(O)CCCc1ccc(N(CCCl)CCCl)cc1 | 0 | 22 | -8 | 6 | 3 | 1 | -1 | 1 | /
CCN1CCN(c2ccc(NC(=O)C(C)C)cc2Cl)CC1 | -1 | -1 | -8 | 1 | -4 | 11 | -1 | -2 | -19
CCC(C)/C=C(C)/C=C/C1=CC2=C(Cl)C(=O)C(C)(OC(C)=O)C(=O)C2=CO1 (stereo not given) | -13 | 4 | 3 | 11 | 0 | -2 | -1 | 0 | -5
Cc1oc2ccc(OC(=O)N(C)C)cc2c1C(=O)OC(C)C | -8 | 5 | -9 | 14 | 0 | 9 | -1 | 1 | -3
CCOP(=S)(OCC)c1ccc(N(C)C)cc1 | -3 | 3 | -12 | 19 | 0 | -14 | -5 | -3 | 6
CNCC(O)c1cccc(OC(=O)c2ccccc2C)c1 (stereo not given) | / | 2 | -5 | -4 | -1 | 10[fluorescence artefact?] | -3 | 0 | -15

Structures listed so far that contain an NH in an aromatic ring, in the order listed:
SMILES | Rad51 HR inh | FXIa inh 1536 | KLK5 inh | FXIIa inh | p97 ATPase inh | 14-3-3 Bad inh | eIF4E 4G PPI | Wee1 degr inh | MDM2 E3 inh
O=c1[nH]c(=S)[nH]c(O)c1N=Nc1ccc(SC(F)F)cc1 | -13 | 0 | -20 | 6 | -8 | 4 | 0 | 0 | -43
CC(=Nc1ccc2c(c1)CCC2)c1c(O)n(C2CCCCC2)c(=O)[nH]c1=O | 1 | 9 | 10 | 10 | -5 | -8 | 1[fluorescence artefact?] | -1 | -8
C=CCn1c(O)c(C(C)=NCCCN(C)C)c(=O)[nH]c1=O | 0 | 5 | 4 | 16 | -4 | 6 | 1 | 1 | -15
Cc1cccc2c1=NC(=O)/C(=C/c1c(O)[nH]c(=O)[nH]c1=O)C=2 | / | 5 | -22 | 8 | 4 | 4 | 0 | 2 | /
O=c1[nH]c(=S)n(-c2ccc(Cl)cc2)c(O)c1/C=N/N1CCOCC1 | 6 | 6 | -7 | 6 | 8 | -2 | 3 | 1 | -9
CCOc1ccc(-n2c(O)c(N=Nc3ccc([N+](=O)[O-])cc3)c(=O)[nH]c2=O)cc1 | 1 | -1 | -5 | 5 | 3 | -10 | 4 | 0 | 3
CCC(C)n1c(O)c(/C=N/NC(=O)c2ccncc2)c(=O)[nH]c1=S (stereo not given) | 4 | 3 | -100 | 8 | 6 | -16 | 5 | 5 | -7
CNc1ccc2oc(C[C@H]3O[C@@]4(CC[C@H]3C)O[C@H]([C@H](C)C(=O)c3ccc[nH]3)[C@H](C)C[C@H]4C)nc2c1C(=O)O | -6 | -5 | -29 | 2 | / | -12 | -18 | / | 5

Screening results from PubChem BioAssay.
